High-throughput results as filed in PubChem.
GRP78 ERSR act = inducers of ER stress response in human glioma cells; AID 602332; U87-MG GRP78 promoter luciferase reporter, 16 h; 0.02% of 420,000 active; Potency, µM, without a hit: at the highest dose activation, hits mostly activators; further: potency means the concentration at half of the fitted maximal effect; series mostly up to about 76 µM; % of control where 0% means no effect; nearly all actives have a fitted effect of over 35% in size
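ERSR induction read as luciferase luminescence (Bright-Glo, 10 min at room temperature) in stably transfected human U87-MG glioma cells exposed to compounds for 16 h, using GRP78 as sensor.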
D1 antag = human D1 dopamine receptor antagonism. P21728. HEK293 TREx D1 cells, calcium flux, dopamine EC80; active compounds read low. 3.2% of 360,000 active. activity change, negative = inhibition, % at 10 µM; in the data active means activity change below about -30%; further: on the % scale 0 is the no-effect control and ±100 the full control effect
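Antagonism measured as reduced calcium response to an EC80 dopamine addition following 180 s compound pre-read; cells were inducible HEK293 Trex D1 plated overnight at 30 C, read kinetically at 1 cycle/sec.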
LDHA inh = LDHA (human) enzyme inhibition. P00338. purified LDHA, NADH/diaphorase-resazurin fluorescence; active compounds read low. activity change, % (values are at about 110 or 230 µM). 0.15% of 480,000 active; in the data active means activity change below about -30%; inconclusive means mostly about -25% to -30%;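 further: plate controls were DMSO wells for no effect and wells without enzyme for full effect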
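Resorufin fluorescence (ex540/em590), read at 0 and 20 min after diaphorase/resazurin addition, reports the NADH left after a 5 min room-temperature reaction of 2 nM human LDH5 with 0.06 mM NADH and 0.2 mM pyruvate.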
D1 PAM = potentiators of human D1 dopamine receptor; potentiation, % at 10 µM; HEK293 TREx D1 cells, calcium flux, dopamine EC20 potentiation; 0.036% of 360,000 active; in the data active means potentiation above about 30%; further: 0% is about no effect
RXFP1 ag = agonists of human relaxin receptor RXFP1. Q9HBX9. 0.3% of 370,000 active. HEK293T-RXFP1 cAMP TR-FRET, 30 min; response scale: percent of porcine relaxin response, buffer zero. Potency, µM (top dose mostly 57.5 µM), without a hit: at the highest dose activation, hits mostly activators. AID 2676; further: potency means the concentration at half of the fitted maximal effect; on the % scale 0 is the no-effect control and ±100 the full control effect; nearly all actives have a fitted effect of over 60% in size; many of its hits are not listed in these tables
Target sequence (Q9HBX9 whole entry, looked up): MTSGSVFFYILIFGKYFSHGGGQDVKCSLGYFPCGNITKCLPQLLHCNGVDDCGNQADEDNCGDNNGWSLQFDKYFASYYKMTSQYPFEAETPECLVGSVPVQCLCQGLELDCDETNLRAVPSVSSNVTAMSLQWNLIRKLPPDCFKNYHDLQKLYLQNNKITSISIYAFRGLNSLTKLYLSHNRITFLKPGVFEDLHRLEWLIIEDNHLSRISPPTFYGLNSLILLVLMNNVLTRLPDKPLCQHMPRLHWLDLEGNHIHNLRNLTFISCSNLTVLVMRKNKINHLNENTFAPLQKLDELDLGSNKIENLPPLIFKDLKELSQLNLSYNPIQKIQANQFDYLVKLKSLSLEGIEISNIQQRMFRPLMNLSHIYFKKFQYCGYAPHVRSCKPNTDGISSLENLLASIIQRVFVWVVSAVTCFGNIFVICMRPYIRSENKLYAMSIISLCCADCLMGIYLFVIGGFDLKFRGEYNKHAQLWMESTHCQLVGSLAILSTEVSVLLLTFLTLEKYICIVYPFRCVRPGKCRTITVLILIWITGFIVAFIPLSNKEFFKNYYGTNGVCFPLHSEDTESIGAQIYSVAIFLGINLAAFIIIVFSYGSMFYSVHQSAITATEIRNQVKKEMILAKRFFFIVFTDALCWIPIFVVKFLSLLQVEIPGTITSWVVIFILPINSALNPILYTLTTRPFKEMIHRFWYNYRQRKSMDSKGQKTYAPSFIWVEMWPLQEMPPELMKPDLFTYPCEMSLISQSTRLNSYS
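Agonist response is measured as cAMP accumulation in an RXFP1-transfected HEK293T line under PDE4 inhibition. Values are scaled between buffer-only and 29 nM porcine relaxin, and EC50s come from standard Hill equation fits.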
Vif-A3G inh = inhibitors of Vif-APOBEC3G interaction; Q9HC16; HeLa A3G-eYFP + Vif (tagged APOBEC3G with the HIV-1 protein that degrades it), YFP fluorescence, overnight; Potency, µM (series often up to 46.1 µM), without a hit: top-dose activity, negative = active, most hits filed as inhibitors; 0.076% of 410,000 active;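 further: potency means the concentration at half of the fitted maximal effect; on the % scale 0 is the no-effect control and ±100 the full control effect; nearly all actives have a fitted effect of over 60% in size; hits raise eYFP signal because A3G escapes Vif-driven loss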
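HeLa cells stably expressing Vif and C-terminally eYFP-tagged A3G, seeded overnight at 37 deg C, then exposed to compound by pintool overnight at 37 deg C. Rise in yellow fluorescence (Ex 488/Em 500-530, Acumen) marks blocked Vif-driven A3G degradation.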
D1 agonist = activates the human D1 dopamine receptor | P21728 | HEK293 T-REx D1 cells, calcium flux, agonist mode | activation, % at 2 µM | 1% of 360,000 active; in the data active means activation above about 30%; further: 0% is about no effect
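Inducible HEK293 T-REx D1 cells, force-coupled to calcium signalling, were plated at 4000 cells/well with tetracycline and held overnight at 30 C. After no-wash calcium dye loading, compound-evoked calcium rise over 180 s flagged agonists.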
Vif-APOBEC3F blk = Vif-A3F binding inhibition | HeLa A3F-eYFP + Vif (tagged APOBEC3F with the HIV-1 protein that degrades it), YFP fluorescence increase | Potency, µM (highest dose often 46.1 µM), inactives show at the top dose activity, negative = active | 0.2% of 390,000 active | AID 602313; further: potency means the concentration at half of the fitted maximal effect; % of control where 0% means no effect; nearly all actives have a fitted effect of over 65% in size
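HeLa cells stably expressing Vif plus C-terminally eYFP-tagged A3F were seeded, incubated overnight at 37 deg C, dosed with compound, incubated overnight again at 37 deg C. Yellow fluorescence (Ex 488/Em 500-530) reported blocked Vif-mediated A3F-eYFP degradation.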
D2 potentiator = positive allosteric modulators of human D2 dopamine receptor; P14416; HEK293 T-REx D2, calcium flux, EC20 dopamine potentiation; potentiation, % at 10 µM; 0.34% of 340,000 active; AID 485347;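 active means potentiation over 3 SD above the plate norm, cut at about 30% in these data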; further: 0% is about no effect
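Potentiation of an EC20 dopamine calcium response is measured in a force-coupled, tetracycline-inducible Hek293 Trex D2 line. Compound-only kinetic reads over 180 s flag agonists before dopamine addition.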
An asterisk follows results filed as active; ? = inconclusive; / = not tested or not shown; & = joins results of further samples. Unless noted, the call rests on the fitted dose curve; in most records, active means well fitted curve in the direction sought with a large enough effect; inconclusive means small, poorly fitted or top-dose-only effect, or another doubt; inactive means no such curve, though single readings can be large; an effect the other way counts as inactive or inconclusive. Only part of the results is shown (hit frequency here may not be typical).

compound,GRP78 ERSR act,D1 antag,LDHA inh,D1 PAM,RXFP1 ag,Vif-A3G inh,D1 agonist,Vif-APOBEC3F blk,D2 potentiator
COc1ccc(CC(=O)Nc2nnc(SCc3ccccc3)s2)cc1S(=O)(=O)N1CCOCC1,2%,-8,-3,7,1.4%,-5%,-2,-1%,1
[O-][N+]1=C(c2cccs2)CN(O)C1,-3%,7,-7,-1,-1.6%,-5%,3,-25%,1
C/C(=N\NC(=O)C1=NNC(=O)C1C)c1cccs1 (stereo not given),-3%,21,1,-4,0.4%,2%,0,-13%,0
COc1ccc(NS(=O)(=O)c2cc(C)ccc2OC)cc1OC,-2%,-13,0,-3,-0.1%,-7%,9,0%,/
CCOC(=O)c1c(NC(=O)c2ccccc2)sc2c1CCc1ccccc1-2,-2%,-8,1,-3,3.5%,-8%,5,?,-2
COc1ccc(OC)c(NC(=O)C2CC2c2ccccc2)c1 (stereo not given),2%,3,1,4,-1.9%,-2%,1,4%,-6
O=C(NS(=O)(=O)Oc1cccc(F)c1)OC[C@@H]1CCCN2CCCCC12 (stereo not given in full),-1%,15,-2,5,-1.9%,0%,0,-17%,/
CCOC(=O)c1cccc(NC(=O)CSc2nnc(COc3ccccc3C)o2)c1,-4%,-11,-3,-2,3.4%,-1%,19,-2%,-4
COc1ccc(C)cc1-n1nnnc1SCC(=O)NC1CCS(=O)(=O)C1 (stereo not given),2%,3,-3,-4,-0.1%,-8%,2,-2%,3
O=S(=O)(NNc1ccc(F)cc1F)c1cccc(Cl)c1,-2%,-16,11,-2,5.0%,0%,1,-1%,26
COc1ccccc1-c1nnc(NC(=O)CCS(=O)(=O)c2ccccc2)o1,7%,-8,3,3,-0.7%,?,7,2%,-11
C[C@@H](NC(=O)C[C@@H]1C[C@@H]2c3cc(NS(=O)(=O)c4ccc(F)cc4)ccc3O[C@@H]2[C@@H](CO)O1)c1ccccc1,1%,/,0,/,/,-3%,/,-1%,/
O=C(CSc1nc(-c2ccccc2)cs1)NC(=O)NCc1ccco1,3%,-12,-14,-1,0.7%,-9%,21,-2%,12
CC[n+]1c(/C=C2\C=C(C)CC(C)C2)sc2ccccc21 (stereo not given),-2%,0,5,1,1.6%,-15%,2,/,/
COc1ccc(C(=O)NC(C)c2nc3ccccc3[nH]2)cc1OC (stereo not given),-3%,-1,1,-3,0.2%,-3%,0,0%,-19
Cc1ccc(S(=O)(=O)N2C[C@H]3[C@H]4C(=O)N(c5ccccc5)C(=O)[C@H]4C[C@H](OC(=O)NCc4ccco4)[C@@]3(O)C2)cc1,-6%,/,-4,/,/,-4%,/,-16%,/
CC(=O)Nc1ccc(S(=O)(=O)N(C)CC(=O)NC2CCCC(C)C2C)cc1 (stereo not given),3%,4,-3,7,1.3%,-2%,4,-18%,-4
Cc1ccc(-n2cnc3cc(C(=O)NC4CCCCCC4)ccc32)c(C)c1,-1%,-19,4,-2,1.9%,2%,2,-9%,-19
COc1ccc(NC(=O)CN2CCN(c3nc(-c4cccc(OC)c4)cs3)CC2)cc1,-3%,-37*,-5,-26,1.0%,5%,2,-4%,3
Cc1ccc(C)c(OCc2cc(C(=O)N3CCNC(=O)C3)no2)c1,3%,6,-8,-6,0.1%,0%,10,-1%,5

Some entries already given, reduced to GRP78 ERSR act, Vif-A3G inh and D1 PAM:
| SMILES | GRP78 ERSR act | Vif-A3G inh | D1 PAM |
| --- | --- | --- | --- |
| COc1ccc(C(=O)NC(C)c2nc3ccccc3[nH]2)cc1OC (stereo not given) | -3% | -3% | -3 |
| Cc1ccc(S(=O)(=O)N2C[C@H]3[C@H]4C(=O)N(c5ccccc5)C(=O)[C@H]4C[C@H](OC(=O)NCc4ccco4)[C@@]3(O)C2)cc1 | -6% | -4% | / |
| CC(=O)Nc1ccc(S(=O)(=O)N(C)CC(=O)NC2CCCC(C)C2C)cc1 (stereo not given) | 3% | -2% | 7 |
| Cc1ccc(-n2cnc3cc(C(=O)NC4CCCCCC4)ccc32)c(C)c1 | -1% | 2% | -2 |
| COc1ccc(NC(=O)CN2CCN(c3nc(-c4cccc(OC)c4)cs3)CC2)cc1 | -3% | 5% | -26 |

D1 antag, what is marked active above.
Compound | GRP78 ERSR act | D1 antag | LDHA inh | D1 PAM | RXFP1 ag | D1 agonist | D2 potentiator
COc1ccc(NC(=O)CN2CCN(c3nc(-c4cccc(OC)c4)cs3)CC2)cc1 | -3% | -37* | -5 | -26 | 1.0% | 2 | 3

Remaining list, next part.
compound,GRP78 ERSR act,D1 antag,LDHA inh,D1 PAM,RXFP1 ag,Vif-A3G inh,D1 agonist,Vif-APOBEC3F blk,D2 potentiator
CS(=O)(=O)c1ncc(Cl)c(C(=O)Nc2ccc3ccccc3c2)n1,-15%,-33*,-2,-10,0.9%,-26%,3,-13%,/
O=C(NCCc1ccccc1F)[C@@H]1CSC2c3ccccc3C(=O)N21 (stereo not given in full),-5%,4,-3,2,0.7%,-2%,0,2%,9
COC(=O)c1c(NC(=O)CS(=O)(=O)c2ccc(C)cc2)sc2c1CCCCC2,-5%,-18,-3,-5,3.0%,11%,5,1%,26
COc1cc(/C=C(\C#N)c2nc3ccccc3[nH]2)ccc1OCc1ccc(F)cc1,-1%,-3,5,-4,13%,?,-1,-19%,0
COC(=O)c1ccc(C(=O)OC)c(NC(=O)CN(C)Cc2ccccc2)c1,-2%,-9,-3,-1,-0.7%,-9%,10,12%,8
CC(=O)Nc1ccc(S(=O)(=O)N2CCN(C(=O)C3COc4ccccc4O3)CC2)cc1 (stereo not given),-6%,1,-14,-4,0.3%,-1%,5,-2%,-1
CCc1cc(=O)oc2cc(OCc3nn[nH]n3)ccc12,-4%,17,-7&5,-8,5.3%,1%,1,11%,-4
CC(NC(=O)c1cnccn1)c1ccc(S(N)(=O)=O)cc1 (stereo not given),-4%,-3,-3,4,0.0%,3%,3,3%,-3
O=C(N/N=C/c1cccc(Cl)c1Cl)Nc1ccccc1,6%,-25,-8,-2,-0.6%,2%,4,-9%,-5
Cc1ccc2cc(CN(CCN3CCOCC3)C(=O)NCc3ccccc3)c(=O)[nH]c2c1C,-4%,-27,-1,2,3.8%,0%,1,0%,-7

3 compounds out of the list above, sorted by the number in RXFP1 ag, smallest number first:
Compound | RXFP1 ag
CC(=O)Nc1ccc(S(=O)(=O)N2CCN(C(=O)C3COc4ccccc4O3)CC2)cc1 (stereo not given) | 0.3%
O=C(NCCc1ccccc1F)[C@@H]1CSC2c3ccccc3C(=O)N21 (stereo not given in full) | 0.7%
CS(=O)(=O)c1ncc(Cl)c(C(=O)Nc2ccc3ccccc3c2)n1 | 0.9%

Further records
compound,GRP78 ERSR act,D1 antag,LDHA inh,D1 PAM,RXFP1 ag,Vif-A3G inh,D1 agonist,Vif-APOBEC3F blk,D2 potentiator
COc1ccc(S(=O)(=O)N2CCOC2CNC(=O)C(=O)NCCCn2ccnc2)cc1OC (stereo not given),-1%,-9,-1,-4,0.5%,1%,-3,2%,0
COc1ccccc1NS(=O)(=O)c1ccc2oc(=O)ccc2c1,-3%,-6,2,-3,-3.5%,2%,7,2%,-2
NS(=O)(=O)c1ccc(Sc2ccc3c(c2)CCC3)nc1,-1%,-14,-5,/,-1.0%,1%,8,-34%,1
CCN(CC)S(=O)(=O)c1ccc2c3c(cccc13)C(=O)S2,1%,-3,-3,-7,-3.7%,0%,20,2%,15
O=C1NC2(CCCCC2)C(=O)N1c1ccc(Cl)cc1,1%,1,-2,-2,7.3%,0%,1,-21%,-1
Cc1ccc(S(=O)(=O)N(CCCO)Cc2cc3c(C)ccc(C)c3[nH]c2=O)cc1,5%,/,-2,3,0.7%,1%,0,-1%,7
COc1ccc(N2CCN(Cc3cc4c(cc3O)CCC4)CC2)cc1,-5%,-2,9,5,0.2%,0%,0,0%,0
COCCn1c(=NC(=O)c2ccc(S(=O)(=O)N3CCc4ccccc4C3)cc2)sc2cc(OC)ccc21,-3%,-3,-6,-16,4.5%,1%,2,-9%,-24
O=[N+]([O-])c1cnn(-c2nc(-c3ccco3)cc(C(F)(F)F)n2)c1,-5%,-1,-8,-3,16%,-5%,-1,3%,-1
CCOc1ccccc1NC(=O)CSc1nccn1Cc1ccc(F)cc1,-4%,-14,0,-4,1.0%,7%,0,-6%,7
COCCCNC(=O)CN1C(=O)COc2ccc(S(=O)(=O)N3CCOCC3)cc21,-5%&-3%,-24&12,-2&1,0&3,1.0%&0.0%,0%&5%,1&3,-4%&0%,6&6
Nc1c(C(=O)NCc2ccc3c(c2)OCO3)nnn1-c1ccc(OC(F)(F)F)cc1,-4%,9,-8,-7,-0.3%,-10%,23,-8%,-2
FC(F)(F)c1cccc(-c2nc(-c3ccncc3)no2)c1,-3%,-18,3,-2,0.0%,0%,2,-8%,2
O=C(Cc1ccccc1[N+](=O)[O-])NCC(O)c1ccc2c(c1)OCO2 (stereo not given),-1%,/,-2,/,/,2%,/,4%,/
Cc1ccc(CNS(=O)(=O)c2cc3c4c(c2)CCN4C(=O)CC3)cc1,-3%,-17,0,-4,1.1%,0%,7,15%,0
CCOc1ccc(Nc2ncnc3c2nc2n3CCCCC2)cc1,-1%,5,-1,4,5.7%,-4%,5,0%,8
O=C(CCN1CCOCC1)Nc1ccc2c(c1)CCC2,3%,0,-1,-1,0.3%,-1%,2,8%,/
